CFTR F508del cor = CFTR F508del correction in bronchial cells; CFBE cells, YFP halide quenching; stimulated with forskolin plus potentiator P3; % fluorescence drop versus neutral controls; activity (quench increase), % at 7.58 µM; 350,000 tested, 0.36% active;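 active = mean added fluorescence quench of at least 8% versus neutral control, with both replicates also reaching 8%; inconclusive = only one of the mean or replicate conditions met; inactive = mean below 8% and not both replicates reaching 8%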;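 note: cells transiently co-express mutant CFTR-F508del with the halide-sensitive YFP; corrector assay measuring rescue of mutant channel to the surface after 24 h compound exposure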
ERp5 block = ERp5 (human) disulfide isomerase inhibition; 350,000 tested, 0.05% active; Q15084; ERp5 insulin aggregation, absorbance 650 nm, 90 min; inhibition, % at 9.99 µM;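 active = mean replicate inhibition above about 25%, with every replicate also reaching it, limit read from the data, passing the limit was not always enough; inconclusive = only one of those two criteria met; inactive = neither criterion met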
Target sequence (Q15084 whole entry, looked up): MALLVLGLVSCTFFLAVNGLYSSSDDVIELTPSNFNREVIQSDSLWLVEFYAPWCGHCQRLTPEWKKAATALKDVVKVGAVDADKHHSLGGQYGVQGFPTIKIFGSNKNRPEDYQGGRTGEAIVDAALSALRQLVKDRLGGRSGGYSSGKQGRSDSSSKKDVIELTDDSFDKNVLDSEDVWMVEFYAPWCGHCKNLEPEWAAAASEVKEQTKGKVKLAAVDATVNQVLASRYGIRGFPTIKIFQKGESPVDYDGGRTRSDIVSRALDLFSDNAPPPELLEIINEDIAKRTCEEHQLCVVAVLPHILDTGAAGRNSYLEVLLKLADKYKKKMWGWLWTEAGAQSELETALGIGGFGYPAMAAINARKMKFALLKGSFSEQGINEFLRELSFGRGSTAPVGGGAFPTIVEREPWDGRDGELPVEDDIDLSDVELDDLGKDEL
DENV2 CPE rescue = protects cells from dengue virus 2 cytopathic effect | CPE inhibition, % at 9.99 µM | 350,000 tested, 1.7% active | DENV2-infected cells, cytopathic effect rescue, plate reader; in the data active = CPE inhibition above about 20%, passing the limit was not always enough; inconclusive = no clear call, values can overlap the other calls; tested in BHK-21 cells;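 note: 0% = median of neutral control wells and 100% = median of positive control wells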
CASP6 VEID inh = caspase-6 (human) enzyme inhibition; P55212; purified caspase-6, Z-VEID-R110 cleavage fluorescence; inhibition, % at 12.5 µM; 350,000 tested, 0.53% active; AID 686996;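 active = mean inhibition across replicates at least about 35%, with every replicate also reaching that limit, limit read from the data; inconclusive = only one of the two criteria met; inactive = neither criterion met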;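 note: 0% = median of neutral control wells and 100% = no fluorescence left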
Target sequence (P55212 24-179 limits assumed): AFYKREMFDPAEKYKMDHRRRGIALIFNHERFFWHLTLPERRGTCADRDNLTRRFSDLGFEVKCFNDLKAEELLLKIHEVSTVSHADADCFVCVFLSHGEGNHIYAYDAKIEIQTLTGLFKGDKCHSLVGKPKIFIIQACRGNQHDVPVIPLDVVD
Target sequence (P55212 194-293 limits assumed): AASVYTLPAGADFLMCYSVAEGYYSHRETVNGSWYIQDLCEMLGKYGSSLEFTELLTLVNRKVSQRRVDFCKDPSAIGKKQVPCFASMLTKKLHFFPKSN
miR-122 sensor = blocks miR-122 activity in Huh7 sensor cells; Huh7 miR-122 Renilla luciferase sensor, 48 h; neutral wells = 0, positive control = 100; activation (reporter increase), % at 12.5 µM; 340,000 tested, 0.3% active; AID 602342;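 active = mean replicate activation score at least 90 and every replicate individually at or above 90; inconclusive = only one of the two criteria met; inactive = neither criterion met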;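 note: higher luciferase means less miR-122 activity so hits act as miR-122 inhibitors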
SIRT5 inh = sirtuin-5 (human) deacylase inhibition. Purified SirT5, succinyl-peptide AMC, trypsin-coupled fluorescence. inhibition, % at 15 µM. 330,000 tested, 1.1% active; in the data active = inhibition above about 15%; inconclusive = no clear call, values can overlap the other calls
Target sequence (Q9NXA8 whole entry, looked up): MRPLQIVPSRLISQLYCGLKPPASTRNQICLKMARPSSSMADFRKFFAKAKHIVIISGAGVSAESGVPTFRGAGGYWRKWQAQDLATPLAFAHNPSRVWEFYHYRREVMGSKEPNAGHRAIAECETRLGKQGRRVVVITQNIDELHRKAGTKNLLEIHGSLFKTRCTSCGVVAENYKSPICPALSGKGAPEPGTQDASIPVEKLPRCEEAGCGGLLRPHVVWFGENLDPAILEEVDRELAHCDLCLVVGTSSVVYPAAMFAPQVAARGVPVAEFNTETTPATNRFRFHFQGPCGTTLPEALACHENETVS
ERAP1 HTS inh = ERAP1 (human) enzyme inhibition | recombinant ERAP1, Leu-AMC fluorescence, 60 min | inhibition, % at 10.7 µM | 340,000 tested, 0.15% active;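 active = mean replicate inhibition of at least 30%, or all replicates individually reaching that 30% level; inactive = mean below 30% and not every replicate reaching it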;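 note: 0% = neutral control wells and 100% = L-leucinethiol positive control wells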
An asterisk follows results filed as active; ? = inconclusive; . = no result given; [ ] = dose if it differs, or a comment. No enrichment for hits; overall some 4% were active at least once.

SMILES	CFTR F508del cor	ERp5 block	DENV2 CPE rescue	CASP6 VEID inh	miR-122 sensor	SIRT5 inh	ERAP1 HTS inh
Cc1nn(-c2ccccc2)nc1C(=O)OCC(=O)N1CCC(C)CC1	1.2	-5	-3	1	.	-6	0
Cc1ccc(C(=O)N/C(=C\c2cn(C)c3ccccc23)C(=O)N2CCOCC2)cc1	0.1	-2	3	3	7	3	2
Cc1cccc(NS(=O)(=O)c2cccc(C(=O)N3CCCC(C(F)(F)F)C3)c2)c1 (stereo not drawn)	2.2	1	-2	-121	1	-5	-1
O=C(c1cc(-c2ccccc2Cl)nc2ccccc12)N1CCOCC1	0.5	9	?	5	9	1	-2
COCCN(C(=O)COC(=O)/C(=C/c1ccccc1)NC(C)=O)c1c(N)n(Cc2ccccc2)c(=O)[nH]c1=O	0.8	4	-10	0	-1	-2	-3
O=C(COc1ccc(Br)cc1CNC1CCCC1)Nc1ccccc1	0.4	1	-1	-1	-7	-1	7
Cc1ccc(S(=O)(=O)N(C)C[C@H]2OCCCC[C@H](C)Oc3ccc(NC(=O)CCCN(C)C)cc3C(=O)N([C@H](C)CO)C[C@@H]2C)cc1	-0.9	8	-4	-1	-4[16.7 µM]	-2	-2
Cc1ncc([N+](=O)[O-])n1CCOC(=O)c1ccc(Br)cc1	-5.5	5	-5	-1	.	-3	1
CCCn1c(N)c(N(CCOC)C(=O)CSc2ccccc2)c(=O)[nH]c1=O	-2.5	3	-5	2	7	4	2
COc1ccc(NC(=O)N[C@@H]2CC[C@H](CCn3cc(-c4ccccn4)nn3)O[C@H]2CO)cc1	0.7	-4	-5	-1	-7[16.7 µM]	3	0
CN1CCN(c2ccc(NC(=O)C(C)(c3ccccc3)c3ccccc3)cc2)CC1	-1.9	1	-4	-9	-1	-3	-2
Cc1noc(C)c1NC(=O)N[C@@H]1CC[C@H](CCNC(=O)C2CCCC2)O[C@H]1CO	-0.9	-2	3	-1	-10[16.7 µM]	3	0
C[C@@H]1CCCCO[C@H](CN(C)C(=O)C2CCCCC2)[C@@H](C)CN([C@@H](C)CO)C(=O)c2cc(NC(=O)Nc3cccc4ccccc34)ccc2O1	-0.2	9	26*	1	0[16.7 µM]	1	-3
COc1ccc(NC(=O)CN2CCOCC2)cc1S(=O)(=O)N1CCCCC1	-3.6	5	2	1	-2	0	-1
Cc1cc(C)n2nc(C(=O)N3CCN(Cc4ccc5c(c4)OCO5)CC3)nc2n1	-2.1	4	7	6	0	.	-4
Cc1cc(=O)[nH]c(SCC(=O)N2CCc3ccccc3C2)n1	-0.6	2	-5	-1	0	-1	-4
COc1ccccc1S(=O)(=O)N[C@@H]1CC[C@H](CCn2cc(C3CC3)nn2)O[C@@H]1CO	-2.8	3	-4	1	.	2	1
C[C@@H]1CN([C@@H](C)CO)C(=O)c2cc(NC(=O)Cc3ccccc3)ccc2O[C@@H](C)CCCCO[C@H]1CN(C)C(=O)Nc1cccc2ccccc12	-2.3	3	13	2	2[16.7 µM]	3	-2
Cc1noc(C)c1NC(=O)Nc1ccc2c(c1)C(=O)N([C@@H](C)CO)C[C@@H](C)[C@H](CN(C)CC1CCCCC1)OCCCC[C@@H](C)O2	0.6	-2	-3	1	5[16.7 µM]	-4	0
CCCCCCCCCCCCN1[C@@H](CC(C)=O)c2cc(F)ccc2S1(=O)=O	-1.1	2	15	-2	1	.	0
COc1ccc(S(=O)(=O)N2CCCc3ccccc32)cc1[N+](=O)[O-]	0.4	3	5	-4	-5	-6	0
CCOC(=O)c1cc(NC(=O)CC(C)(C)CC(=O)O)ccc1N1CCCCC1	.	2	-2	1	.	-2	6
O=C(CC(Cc1ccccc1)C(=O)O)Nc1cccc(C(F)(F)F)c1 (stereo not drawn)	-1.5	0	2	-1	14	-3	-4
CCc1nc2ccc(C(=O)N(C)CC(=O)Nc3ccccc3C(F)(F)F)cc2nc1CC	0.1	5	1	3	-4	-6	1
COc1cccc(CNC(=O)C[C@@H]2CC[C@@H](NC(=O)C3CCOCC3)[C@H](CO)O2)c1	1.5	-3	-3	12	.	-2	-2
Cc1ccc(C(=O)N/C(=C\c2ccco2)C(=O)NCCCN2CCOCC2)cc1C	-2.4	3	4	-6	.	-5	1
O=c1c2c(-c3cccs3)csc2ncn1/N=C/c1ccccn1	-2.0	-2	3	3	-6	.	-1
CCOC(=O)CN1N=C(/C=C/c2ccc(C(C)C)cc2)CCC1=O	0.5	-8	4	1	-7	2	-2
COc1ccc(-n2nc(C(=O)NCC3CCCO3)c3ccccc3c2=O)cc1 (stereo not drawn)	2.6	-5	4	.	-5	3	15
C=CCOc1ccc(C2C3=C(CCCC3=O)N(CC(=O)O)C3=C2C(=O)CCC3)cc1OCC	-1.8	0	-5	24	-1	4	4
CC(C)(C)S(=O)(=O)N1Cc2cc(=O)n(Cc3ccccc3)c(CCO)c2[C@@H]1CCO	-1.1	1	-13	5	-2	-6	-2
C[C@@H]1CCCCO[C@@H](CN(C)Cc2ccc3c(c2)OCO3)[C@H](C)CN([C@@H](C)CO)C(=O)c2cc(NC(=O)C3CCCCC3)ccc2O1	-2.4	3	-2	-6	-1[16.7 µM]	2	-1
Cc1cccc(N2CCN(CC(O)COc3ccccc3Cl)CC2)c1 (stereo not drawn)	-1.3	1	?	-1	2	0	-3
CC(C)(C)Cc1nnc(NS(=O)(=O)c2ccc([N+](=O)[O-])cc2)s1	-0.2	10	5	3	5	0	2
O=C1C2CC=CCC2C(=O)N1Nc1ccccc1 (stereo not drawn)	-1.5	0	13	18	.	-1	-5
O=C1[C@H](Cc2ccccc2)NCCCC[C@@H](c2ccc(Cl)cc2)N1Cc1ccccc1	2.8	7	2	0	.	.	.
Cc1ccc([N+](=O)[O-])cc1S(=O)(=O)N1CCNCC1	0.6	-5	-4	-1	-6	0	-1
O=C(c1ccc(F)cc1)N1CCCCN2[C@H](C1)[C@@H](c1ccc(-c3ccccc3)cc1)[C@@H]2CO	-5.1	-2	0	0	5[16.7 µM]	1	1
CC1CCN(C(=O)COC(=O)C2CCN(S(=O)(=O)c3ccc(Cl)c(C(F)(F)F)c3)CC2)CC1	-3.2	3	-2	3	.	1	1
C#CCOCCOCCOCCNc1nc(N2CCN(C(=O)Cn3cc(CCCN=C(N)N)nn3)CC2)nc(N2CCN(C(=O)[C@H]([C@@H](C)CC)n3cc(CCC(=O)O)nn3)CC2)n1	1.4	6	-9	-12	.	0	-8
CC(C)c1ccc(CC(=O)N2CCC2(C)C(=O)NCCC#N)cc1 (stereo not drawn)	-0.3	1	0	0	1	0	5
CCCN(C)C[C@H]1Oc2ncc(C#CCN(C)C)cc2C(=O)N([C@@H](C)CO)C[C@H]1C	-3.5	-6	-1	-1	-8[16.7 µM]	2	-3
COc1ccccc1CCn1cnc(C)c1CC(C)C	1.0	-5	3	-8	.	6	0
O=C(CSc1nnnn1-c1ccc(F)cc1)Nc1ccccc1F	3.5	0	-6	1	.	-4	-6
Cc1ccc(S(=O)(=O)N[C@@H]2CC[C@@H](CCn3cc(C4CC4)nn3)O[C@H]2CO)cc1	-1.7	6	3	-3	.	15	1

Gathered by group: the entries above containing a CF3 group
SMILES	CFTR F508del cor	ERp5 block	DENV2 CPE rescue	CASP6 VEID inh	miR-122 sensor	SIRT5 inh	ERAP1 HTS inh
Cc1cccc(NS(=O)(=O)c2cccc(C(=O)N3CCCC(C(F)(F)F)C3)c2)c1 (stereo not drawn)	2.2	1	-2	-121	1	-5	-1
O=C(CC(Cc1ccccc1)C(=O)O)Nc1cccc(C(F)(F)F)c1 (stereo not drawn)	-1.5	0	2	-1	14	-3	-4
CCc1nc2ccc(C(=O)N(C)CC(=O)Nc3ccccc3C(F)(F)F)cc2nc1CC	0.1	5	1	3	-4	-6	1
CC1CCN(C(=O)COC(=O)C2CCN(S(=O)(=O)c3ccc(Cl)c(C(F)(F)F)c3)CC2)CC1	-3.2	3	-2	3	.	1	1

Additional structures
SMILES	CFTR F508del cor	ERp5 block	DENV2 CPE rescue	CASP6 VEID inh	miR-122 sensor	SIRT5 inh	ERAP1 HTS inh
COc1ccc(S(=O)(=O)N2CCN(c3ccccn3)CC2)cc1[N+](=O)[O-]	2.7	-4	-1	-2	.	-4	0
CCCNC(=O)C[C@H]1CC[C@H]2[C@@H](COc3ccc(NC(=O)Nc4ccccc4F)cc3C(=O)N2C)O1	0.7	5	-6	2	42[16.7 µM]	-2	1
COc1ccc(-c2noc(CN(C)Cc3ccccc3)n2)c(OC)c1OC	-0.2	2	-4	2	.	-1	-4
Cc1ccc(NC(=O)COc2cccnc2[N+](=O)[O-])cc1S(=O)(=O)N1CCOCC1	0.7	-2	.	-2	-1	12	-1
CCn1c(C)nnc1SCC(=O)Nc1ccc(Cl)cc1	1.6	1	-6	-2	-1	0	5
O=C(NCCO)/C(=C\c1cccc([N+](=O)[O-])c1)NC(=O)c1ccco1	.	2	6	0	.	0	-1
C[C@@H]1CN([C@H](C)CO)C(=O)Cc2cc(NC(=O)Nc3cccc4ccccc34)ccc2O[C@H]1CN(C)S(=O)(=O)c1ccc(Cl)cc1	0.3	20	-7	2	-2[16.7 µM]	9	-1
CC(=O)O[C@]1(C(C)=O)CC[C@H]2[C@@H]3C=C(Cl)C4=CC(=O)CC[C@]4(C)[C@H]3CC[C@@]21C	2.2	3	9	3	1	5	-2
Cc1ccc(OCCC(=O)NNC(=O)c2ccncc2)cc1	-0.8	5	2	-2	4	2	0
Cc1cnc(NC(=O)CSc2nnc(COc3c(C)cccc3C)o2)s1	3.8	2	-9	-1	1	2	2
Cc1ccc(S(=O)(=O)N[C@@H]2C=C[C@H](CC(=O)NC3CCCCC3)O[C@H]2CO)cc1	0.9	-3	1	-1	.	.	-3
O=C(Nn1cnc2ccccc2c1=O)c1ccc(F)cc1Cl	-1.3	-7	-1	3	.	-7	1
O=C(Nc1ccc(F)cc1)c1cccc(N2C(=O)c3ccccc3C2=O)c1	2.1	13	-9	0	5	-1	-1
Cc1ccc(OC2CCN(C(=O)[C@@H](Cc3ccccc3)NC(=O)[C@H]3O[C@@H](n4ccc(=O)[nH]c4=O)[C@H](O)[C@@H]3O)CC2)cc1	-0.4	-1	3	-3	.	-2	0
CC(C)n1cnc2c(N(C)c3ccccc3)nc(N(CCN(C)C)Cc3ccccc3)nc21	1.7	-4	-4	5	-3	.	-3
O=C(C1=C(O)C(=O)N(c2ccccc2)C1c1ccc([N+](=O)[O-])cc1)c1cccs1 (stereo not drawn)	-0.3	0	4	0	-2	4	-8
O=C(NCCc1ccco1)C(=O)NCC1CCCN1S(=O)(=O)c1ccccc1 (stereo not drawn)	2.4	-5	-4	-4	.	-2	-1
O=C(Nc1ccccc1-c1nnn(CC(=O)N2CCOCC2)n1)c1ccc(F)cc1	1.2	-9	.	-1	.	1	0
COc1ccc(C)cc1S(=O)(=O)Nc1cc2c3c(c1)CCN3C(=O)CC2	2.4	-3	6	-6	87	-1	1
O=C(OC(C(=O)NCc1ccc2c(c1)OCO2)c1ccncc1)c1ccc(Cl)nc1 (stereo not drawn)	1.4	0	9	2	3	0	5
Cc1noc(C)c1S(=O)(=O)N(C)C[C@@H]1Oc2c(cccc2N(C)C)C(=O)N([C@H](C)CO)C[C@@H]1C	0.2	-4	0	-3	25[16.7 µM]	0	0
COc1ccc(C(=O)OCC(=O)c2ccc3c(c2)NC(=O)CO3)cc1[N+](=O)[O-]	1.7	4	-5	-1	2	-4	3
COc1ccc(S(=O)(=O)Nc2ccccc2C(=O)N2CCOCC2)cc1Cl	-1.7	0	?	-1	10	-4	-1
O=C(c1ccccc1F)N1C[C@H]2O[C@H](CNS(=O)(=O)c3ccccc3)CC[C@H]21	-1.9	-3	-9	2	.	0	1
O=C(/C=C/c1ccccc1[N+](=O)[O-])OCC(=O)N1CCCC1	-1.1	-2	-1	2	.	0	0
CC(C)CC#Cc1cnc2c(c1)C(=O)N([C@H](C)CO)C[C@H](C)[C@@H](CN(C)C(=O)c1cccnc1)O2	-4.5	-2	-5	-2	-1[16.7 µM]	.	0
